PriA SSB inh: inhibitors of Klebsiella pneumoniae PriA binding to SSB C-terminal tail, primary screen, biochemical, AlphaScreen. PriA–SSB C-terminal tail interaction (Klebsiella pneumoniae). inhibition, % at 33 µM. AlphaScreen SSBct-PriA binding, biotinylated peptide. 430,000 tested, 0.6% active. AID 1272365, 2023; in the data active = inhibition mostly above about 37%, no sharp cut-off; inactive = mostly below about 20%;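 also: plate controls were negative control peptide for no effect and reference peptide for full effect; strong numbers were not always called active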
3CLpro inhibitor: SARS-CoV 3CLpro protease inhibitors, primary screen, biochemical, quenched FRET; 290,000 tested, 0.14% active; Replicase polyprotein 1ab (Severe acute respiratory syndrome coronavirus), P0C6X7; recombinant SARS-CoV 3CLpro, quenched FRET peptide cleavage; inhibition, % at 6 µM; in the data active = inhibition above about 12%
Anthrax LF prot: Bacillus anthracis LF protease inhibitors, primary screen, biochemical, multiplex microsphere, MLPCN library; multiplex microsphere protease cleavage assay; Lethal factor (Bacillus anthracis), P15917; 360,000 tested, 0.12% active; inhibition, % at 10 µM; also: plate controls were buffer without enzyme for full effect and enzyme alone for no effect
Vc quorum ag: inducers of Vibrio cholerae quorum light production without autoinducers, primary screen, BH1578 luxS cqsA deficient, single point | activation, % at 18.7 µM | AID 588436, 2011 | V. cholerae BH1578 lux reporter, luminescence, 6 h | 350,000 tested, 0.16% active; in the data active = activation mostly above about 9.7%, no sharp cut-off; inconclusive = no clear call, values can overlap the other calls; inactive = mostly below about 3.7%; also: not every result past the cut was called active; inactives centre near 0; reference of the scale not given here
TcdB inh: TcdB glycohydrolase inhibitors, primary screen, biochemical, single point, plate reader. Toxin B (Clostridioides difficile), P18177. TcdB glycohydrolase enzymatic assay. inhibition, % at 9.99 µM. 350,000 tested, 0.24% active; in the data active = inhibition above about 10%
PfHsp40 rescue: rescue of yeast from PfHsp40 toxicity, primary screen, S. cerevisiae, ATP luminescence; S. cerevisiae expressing PfHsp40, growth rescue; growth rescue, % at 12.5 µM; 340,000 tested, 0.68% active; in the data active = growth rescue above about 28%, passing the limit was not always enough; inconclusive = no clear call, values can overlap the other calls;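 also: yeast W303a lacking pdr1 and pdr3 grown in galactose medium; growth measured after three days at 30 °C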
Yp Topo-I inh: Yersinia pestis topoisomerase I inhibitors, primary screen, biochemical, cleavage product accumulation, plate reader, single point | Y. pestis Topo-I cleavage product accumulation | 360,000 tested, 0.064% active | DNA topoisomerase I (Yersinia pestis CO92) | activity, % at 10 µM | AID 504884, 2011; in the data active = activity above about 50%, passing the limit was not always enough; inconclusive = no clear call, values can overlap the other calls; also: inactives centre near 2
PrPC TRFRET: inhibitors of human cell surface prion protein PrPC, primary screen, cell-based, TR-FRET; inhibition, % at 13.8 µM; TR-FRET read-out; 370,000 tested, 0.43% active; AID 720596, 2013; Major prion protein (Homo sapiens), P04156; in the data active = inhibition above about 24%; also: 0% = median of the test wells and 100% = reference compound wells
BoNT A protease: BoNT/A light chain protease inhibitors, primary screen, biochemical, flow cytometry, MLPCN library | 360,000 tested, 0.17% active | inhibition, % at 10 µM | AID 588499, 2011 | multiplex microsphere protease substrate cleavage; also: plate controls were buffer without enzyme for full effect and enzyme alone for no effect
An asterisk follows results filed as active; i = inactive; ? = inconclusive; · = no result given; & = joins results of further samples. Rule as the data show it, unless noted: active = inhibition above about 30%; inconclusive = no clear call, values can overlap the other calls; inactive = below that. This is a subset; rates above refer to the full screens.

Screens in order: PriA SSB inh, 3CLpro inhibitor, Anthrax LF prot, Vc quorum ag, TcdB inh, PfHsp40 rescue, Yp Topo-I inh, PrPC TRFRET, BoNT A protease
CCOc1ccc(C2N(c3ccc(F)cc3)C(=O)C3CCCN32)cc1OC (stereo unspecified)
  -1.6, 0.0, -6.7, -0.2, -0.2, -0.9, 6.0, 2.7, -0.5
COc1ccc(CNC(=O)[C@@H](NC(=O)C2CCN(C(=O)[C@@H](N)CC(C)C)CC2)C(C)C)cc1
  -7.0, -3.7, 1.6, -0.5, 1.0, 0.5, 2.0, 14.1, -0.5
COc1ccc(N2C(=O)CC(N3CCN(c4ccc(Cl)cc4)CC3)C2=O)cc1 (stereo unspecified)
  -14.8, 1.3, -9.0, -0.1, 0.4, -1.3, 9.6, 10.4, -0.5
Cc1nc2ccccc2n1C1CC(=O)N(Cc2ccccc2)C1=O (stereo unspecified)
  3.0, 1.6, -2.9, i, ·, -0.3, 0.6, 5.1, -1.5
COC(=O)C(C)NC(=O)c1cn(-c2ccccc2OC)c(=O)c2ccccc12 (stereo unspecified)
  8.3, 0.5, -12.3, 0.2, 0.1, ·, 1.7, 3.1, 0.2
Cc1cccc(C(=O)N2CCCC(c3nc(-c4ccc(F)cc4)no3)C2)c1 (stereo unspecified)
  -6.4, -0.2, -4.1, i, 0.6, -3.1, 8.2, -0.2, 0.0
Cc1ccc(SCCC(=O)Nc2ccccc2C(=O)N2CCOCC2)cc1
  1.3, 1.0, 1.4, 0.2, ·, 0.3, 1.8, -1.1, 0.7
COc1ccc(CCn2c(=N)c(C(=O)NC3CCCCC3)cc3c(=O)n4ccccc4nc32)cc1
  -4.0, 0.6, 4.1, -5.1, 2.4, 0.3, 5.0, -8.5, 6.3
Cc1onc(-c2ccccc2Cl)c1C(=O)N1CCN=C1SCc1cccnc1
  -1.4, 4.9, -0.6, -2.0, ·, -0.6, 5.0, -0.5, 0.3
CCOC(=O)Cc1csc2nc(-c3ccccc3)nn12
  -6.6, -1.7, 19.8, -0.7, 0.3, -0.8, 5.3, -6.2, 0.8
Cc1cccc(OCC(=O)N/N=C/c2ccc3c(c2)OCO3)c1
  ·, 3.0, -4.6, ·, 1.9, 0.9, -3.2, 1.9, -1.0
N#CC(C(=O)O)=C1CCCC1
  -26.2, -8.1, -3.1, -7.2, ·, -0.2, -3.9, 3.4, 0.0
Oc1c(C=C2N=c3ccccc3=N2)sc(=S)n1-c1ccccc1
  -3.9, -4.4, 25.8, i, -0.4, 0.7, -17.4, 7.1, 44.1*
CSc1ccc(Cn2c(C)c(C(=O)NCc3cccc(C(F)(F)F)c3)sc2=O)cc1
  ·, ·, -5.0, -0.5, 1.6, ·, 40.7, -1.6, -0.5
Cn1c(COc2ccc(Br)cc2)nnc1SC1CCc2ccccc2C1=O (stereo unspecified)
  -5.4, 2.2, -0.5, i, ·, 1.8, 2.8, -10.3, -0.3

The list goes on.
Screens in order: PriA SSB inh, 3CLpro inhibitor, Anthrax LF prot, Vc quorum ag, TcdB inh, PfHsp40 rescue, Yp Topo-I inh, PrPC TRFRET, BoNT A protease
Cc1nn(CC(=O)NC2CCCCC2)c(C)c1[N+](=O)[O-]
  ·, ·, 5.2, -1.4, 0.9, ·, 3.8, -4.5, -0.2
Cc1nc(C(C)NC(=O)c2ccc(OC3CCN(Cc4ccccn4)CC3)cc2)c(C)s1 (stereo unspecified)
  -2.6, 0.0, 1.9, -7.3, 0.2, -0.9, 11.7, 4.0, 0.3
CCC(C)N(C(=O)c1csnn1)C(C(=O)NC1CCCC1)c1ccccc1F (stereo unspecified)
  0.0, 0.4, -4.0, -0.5, 1.1, 6.2, -3.4, -1.3, -0.5
COc1ccccc1-c1nc(N)n[nH]1
  -11.0, 8.2, -4.5, 1.5, 0.9, 0.0, 4.4, -3.8, -0.2
CCOC(=O)CC(=O)CSc1nc(C)nc2c1oc1ccccc12
  -13.6, -2.8, 2.0, 0.5, ·, 1.5, 10.4, 1.3, -0.6
Cc1c(O)c2ccccc2n(-c2ccccc2)c1=O
  -5.0, ·, 13.3, -0.2, 1.3, 1.5, -3.5, 11.3, -3.6
CN(Cc1ccccc1)C(=O)c1cccc(NC(=O)C2CCCN(C(=O)OC(C)(C)C)C2)c1 (stereo unspecified)
  -16.4, ·, -5.0, -0.3, 1.4, 0.1, 18.4, 15.9, 0.6
CCc1cccc2c(C(=S)N3CCCC3)c[nH]c12
  -0.9, 4.1, -0.2, -0.3, -0.3, 1.2, -5.5, 2.0, 0.1
CCCCn1c(N)c(N(CCOC)C(=O)c2cc(-c3ccc(F)cc3)nc3ccccc23)c(=O)[nH]c1=O
  -14.9, ·, ·, -0.3, 0.2, 0.4, 2.1, 1.6, ·
Cc1ccsc1C(=O)NNC(=O)C1CCCCC1C(=O)O (stereo unspecified)
  1.7, -3.0, -2.4, -0.3, ·, 0.1, -3.9, 0.1, -0.2
CC1CCC/C(=C\Nc2ccc3c(c2)OCO3)C1=O (stereo unspecified)
  ·, -1.2, -6.0, -1.2, -1.5, 0.2, -12.1, -3.2, 0.0
Cn1c(=O)n(CC(=O)OCc2ccccc2)c(=O)c2c1nc1n2CCCN1C1CCCCC1
  -21.6, -2.7, -3.5, -0.3, ·, 1.0, 6.0, -3.3, -0.5
COc1cc2ccccc2cc1C(=O)N(CCN(C)C)c1nc2ccc(Br)cc2s1
  48.6*, -9.1, -3.7, 0.3, 0.4, -0.1, 3.1, -3.0, -0.5
CCN(CC)c1ccc(C=NCCc2ccc(S(N)(=O)=O)cc2)cc1
  -11.2, -0.7, -1.7, -0.4, 1.3, 2.4, 4.5, 0.6, -1.3
O=C(NC1CCCCCCC1)c1c(Cl)cccc1Cl
  -7.9, ·, 0.3, -0.6, 0.9, -0.2, 3.9, -8.3, -0.6

The closing two records of the part before come first, to join the parts:
Screens in order: PriA SSB inh, 3CLpro inhibitor, Anthrax LF prot, Vc quorum ag, TcdB inh, PfHsp40 rescue, Yp Topo-I inh, PrPC TRFRET, BoNT A protease
CCN(CC)c1ccc(C=NCCc2ccc(S(N)(=O)=O)cc2)cc1
  -11.2, -0.7, -1.7, -0.4, 1.3, 2.4, 4.5, 0.6, -1.3
O=C(NC1CCCCCCC1)c1c(Cl)cccc1Cl
  -7.9, ·, 0.3, -0.6, 0.9, -0.2, 3.9, -8.3, -0.6
CC(Oc1ccccc1)C(=O)NC1=NCCS1 (stereo unspecified)
  -13.0&4.0&-9.9, 3.5, -5.8, -0.3, -0.2, 5.0, 0.6, -0.5, -0.3
O=C(N/N=C/c1ccc(OC(F)F)cc1)C1=COCCO1
  ·, 0.7, 1.5, -0.2, -0.1, -1.8, 2.0, 7.8, -1.2
CCCNC(=S)NC1CC2CCCC(C1)N2CC(C)C (stereo unspecified)
  -16.9, 2.3, -0.6, i, 0.1, -0.3, -3.2, -0.8, ?
O=C1C(O)CCN1C1CCCCC1 (stereo unspecified)
  -8.6, ·, -2.2, -7.6, 1.1, 0.6, 0.8, -1.8, -0.4
O=C(Oc1cccc(OC(=O)c2ccco2)c1)c1ccco1
  7.9, -0.4, -7.0, -0.4, 0.8, -1.9, 2.1, -6.3, 1.2
COc1cc(/C=N/Nc2nc(C)cc(=O)[nH]2)ccc1O
  ·, 3.3, 0.6, -1.0, -6.8, -0.3, -8.4, 3.3, -1.2
O=C(CSc1ccccc1)NNC(=O)c1ccccc1O
  -10.6, -6.3, 2.0, -0.3, 0.6, -0.3, 2.0, -9.5, 1.1
C#Cc1cccc(Nc2nc(NCc3ccccc3)nc3ccsc23)c1
  ·, ·, 2.3, i, -0.1, ·, -24.7, 10.9, -0.2
O=C(NC1CC1)c1ccc2snnc2c1
  -6.1, 1.9, -0.3, -0.8, 0.2, -0.2, 2.8, -4.0, 0.3
COc1c(C)cc(C(=O)C2CCCN(Cc3cnc(C)s3)C2)cc1C (stereo unspecified)
  6.3, 0.9, 0.1, -0.5, -7.2, 0.5, 9.4, 9.4, 0.1
COC(=O)c1c(C)[nH]c(/C=N/Nc2ccccc2)c1C
  ·, 1.0, 13.9, -0.7, 0.6, -0.9, -10.7, 8.9, -2.3
Cc1ccc(-c2cnc3c(Nc4cccc(OC(F)(F)C(F)F)c4)nccn23)cc1
  ·, ·, -4.6, -0.5, 1.9, ·, 0.8, 0.4, 0.2
CCOC(=O)C1=CCN(S(=O)(=O)c2ccc(C)cc2)C1c1cccc(Cl)c1 (stereo unspecified)
  ·, ·, -18.5, ·, 1.5, ·, ·, 3.1, 0.0
CCN(C(=O)Cc1ccc(Br)cc1)C1CCCCC1
  -18.6, 4.1, 0.7, -3.0, ·, 1.1, 25.2, -3.5, -0.2
Cn1c(CCNC(=O)c2ccccc2Cl)n[nH]c1=S
  -7.5, 5.9, -4.5, i, ·, 0.4, -11.0, -5.5, -0.5

Next part.
Screens in order: PriA SSB inh, 3CLpro inhibitor, Anthrax LF prot, Vc quorum ag, TcdB inh, PfHsp40 rescue, Yp Topo-I inh, PrPC TRFRET, BoNT A protease
Cc1ccc(C(=O)NC(C)(COc2nonc2C)COc2nonc2C)cc1
  -19.9, -2.8, -4.5, i, 0.8, -0.2, 0.5, 9.0, -0.7
C=CCNC(=S)N1CCC(C(N)=O)CC1
  -10.2, 0.5, -3.6, -2.1, -1.3, 0.2, 0.1, 8.1, -0.4
Cc1ccc(C(O)CN2C3=NCCCN3c3ccccc32)cc1 (stereo unspecified)
  -6.7, -0.6, 1.8, i, -0.2, -1.1, 7.7, -7.9, -1.4
COC(=O)c1ccc(S(=O)(=O)N(Cc2ccccc2)Cc2ccccc2)n1C
  -3.0, -3.7, -7.6, -1.2, 0.7, -0.7, -9.3, 0.4, ?
O=C(CN(Cc1ccc(F)cc1)S(=O)(=O)c1ccccc1)N1CCCCC1
  -11.3, 7.5, -8.1, ·, ·, -0.1, 0.1, 2.1, 0.8
O=C(CNC(=O)c1cccs1)NCC(=O)OCC(=O)c1ccccc1
  -2.9, -1.8, 12.0, -0.5, 0.6, 0.5, 6.6, -3.3, -4.4
CC(=O)c1nnn(-c2c(F)cccc2F)c1C
  -14.7, 0.0, 12.3, -0.8, 0.1, 0.0, -2.1, -0.1, ?
CNc1nc(Nc2ccc([N+](=O)[O-])cc2)nc(OCC(F)(F)F)n1
  -10.0, -3.5, 3.0, -0.9, 0.6, -1.0, -9.4, 4.0, -1.5
CN(C)c1nc(N)nc(CSc2nnnn2-c2cccc3ccccc23)n1
  -5.7, -8.2, 0.2, i, ·, 1.4, 23.8, 3.9, 0.0
COc1ccc(-n2c3c(cc(C(=O)NC4CCSC4=O)c2=O)C(=O)CC(C)(C)C3)cc1 (stereo unspecified)
  -1.2, -0.2, -4.4, -0.3, ·, 0.9, 11.0, 2.6, 0.5
COc1cccc(NC(=S)N2CCCC2)c1
  -12.8, 1.2, 1.2, i, ·, -0.4, -3.5, 2.4, 0.0

Source: PubChem BioAssay
